TAAR1 antag: human TAAR1 antagonists, primary screen, Fluo-8 calcium fluorescence, CHO RD-HGA16 cells; Trace amine-associated receptor 1 (Homo sapiens), Q96RJ0; antagonist; inhibition, % at 3 µM; actives 1.5% (n = 360,000);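 active = inhibition above a per-plate cutoff, the mean inhibition of test compounds on that plate plus 3 SD, cut at about 49% in these data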;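 note: 0% = DMSO plus EC80 beta-PEA response and 100% = DMSO alone without agonist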
Target sequence (Q96RJ0 whole entry, looked up): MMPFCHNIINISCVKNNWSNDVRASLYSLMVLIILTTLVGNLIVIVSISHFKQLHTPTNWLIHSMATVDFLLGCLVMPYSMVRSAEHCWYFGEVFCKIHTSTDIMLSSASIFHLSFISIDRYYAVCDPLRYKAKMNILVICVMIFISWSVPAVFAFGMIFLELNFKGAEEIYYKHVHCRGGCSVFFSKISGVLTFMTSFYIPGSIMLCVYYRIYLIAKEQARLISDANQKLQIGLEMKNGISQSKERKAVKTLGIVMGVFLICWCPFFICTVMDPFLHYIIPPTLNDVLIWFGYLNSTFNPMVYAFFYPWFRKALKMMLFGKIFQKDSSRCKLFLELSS
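System: CHO RD-HGA16 cells bearing hTAAR1. Reagent: EC80 β-phenethylamine stimulus. Schedule: seeding 17-24 h prior, 75-min 37 °C, 30-min RT dye loading. Signal: Fluo-8 intracellular calcium dye fluorescence, real-time kinetic reads. Read-out: % inhibition from peak post-agonist over basal fluorescence ratio. Benchmarks: vehicle wells and EC80 agonist wells. Replicates: n of 1.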
CHO parental Ca: ATP-evoked calcium signal inhibitors, parental CHO, primary screen, counter-screen for OX1R antagonist project, cell-based, fluorescence, Fluo-8 calcium dye; actives 0.63% (n = 330,000); AID 463079, 2010; inhibition, % at 5.6 µM; parental CHO-K1, ATP-induced calcium, Fluo-8 fluorescence;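 active = inhibition above that plate's mean sample inhibition plus 3 SD, cut at about 26% in these data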;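 note: 0% = ATP-challenged DMSO wells and 100% = DMSO wells without ATP; some compounds past the cut are filed as inactive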
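Assay system – parental CHO cells · Reagent – ATP stimulus · Detection – intracellular calcium via Fluo-8 no-wash fluorescent dye · Evaluation – percent inhibition of ATP-evoked calcium rise, normalized to controls · Controls – ATP wells versus no-ATP DMSO wells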
TAAR1 agonist: human TAAR1 agonists, primary screen, Fluo-8 calcium fluorescence, CHO RD-HGA16 cells; vehicle wells 0%, saturating PEA agonist 100%; activation, % at 3 µM; Trace amine-associated receptor 1 (Homo sapiens), Q96RJ0; AID 624467, 2012; actives 0.99% (n = 360,000);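 active = activation above the mean activation of all test compounds in the run plus 3 SD, cut at about 38% in these data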
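System: CHO-derived RD-HGA16 cells with stable Gα16 and human TAAR1. Times: 17-24 h plating, Fluo-8 75 min 37 °C, 30 min RT. Measured by: calcium-sensitive Fluo-8 signal, excitation 470-495, emission 515-575 nm. Read-out basis: % activation relative to PEA EC100 response. Control set: DMSO and PEA EC100. Repeats: no replicates (n 1).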
CHO-K1 Ca antag: M1 antagonist counterscreen hit in parental CHO-K1 cells | ATP-induced calcium, Fluo-8 fluorescence | actives 0.6% (n = 360,000) | AID 602250 | inhibition, % at 3 µM;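 active = inhibition above a per-plate cutoff, the plate's mean sample inhibition plus 3 SD, cut at about 24% in these data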;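 note: 0% = DMSO plus EC80 ATP and 100% = DMSO alone without ATP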
V1R ag counter: agonists of human V1a receptor, primary screen, counter-screen for OXTR agonist project, fluorescence, CHO-V1R cells; Vasopressin V1a receptor (Homo sapiens), P37288; activation, % at 3 µM; Fluo-8 calcium fluorescence, agonist mode; 0% DMSO, 100% 3 nM vasopressin; AID 2797, 2010; actives 0.25% (n = 320,000);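 active = activation above the mean activation of all tested compounds plus 3 SD, per screening run, cut at about 20% in these data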;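 note: signal is peak over basal fluorescence ratio across a 100 second FLIPR read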
M1 PAM parental: nonselective calcium activators in parental CHO-K1 cells, primary screen, counter-screen for M1 PAM project, cell-based, Fluo-8 calcium fluorescence, full deck, 1536-well; activation, % at 3 µM; actives 0.02% (n = 360,000); AID 602247, 2012; ATP EC20; 0% at ATP EC20, 100% at ATP max;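 active = activation above the run cutoff, the mean activation of all test compounds plus 3 SD, cut at about 40% in these data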;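 note: peak over basal fluorescence ratio in a 140 s read after ATP addition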
OXTR potentiate: human OXTR potentiators, primary screen, fluorescence, CHO-OTR cells, Fluo-8 calcium; Fluo-8 calcium fluorescence, potentiator mode; 0% = oxytocin EC15, 100% = EC100; activation, % at 3 µM; actives 0.061% (n = 320,000);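 active = activation above that plate's cutoff, the mean activation of tested compounds plus 3 SD, cut at about 6.6% in these data, passing the limit was not always enough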;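 note: 100% uses oxytocin at 75 nM as the full agonist control; some results filed as inactive read as strong as hits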
Target sequence (P30559 whole entry, looked up): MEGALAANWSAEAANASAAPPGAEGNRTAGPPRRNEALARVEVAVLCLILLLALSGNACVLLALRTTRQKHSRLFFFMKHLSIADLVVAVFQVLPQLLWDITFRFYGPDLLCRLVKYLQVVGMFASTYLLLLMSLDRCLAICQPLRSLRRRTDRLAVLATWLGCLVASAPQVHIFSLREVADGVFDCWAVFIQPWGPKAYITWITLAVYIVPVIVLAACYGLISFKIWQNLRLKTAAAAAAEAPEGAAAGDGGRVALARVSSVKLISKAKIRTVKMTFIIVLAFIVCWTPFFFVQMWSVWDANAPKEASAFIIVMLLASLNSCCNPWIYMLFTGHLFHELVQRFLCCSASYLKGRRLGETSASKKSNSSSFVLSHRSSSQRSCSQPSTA
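assay system = CHO-OTR cells, human receptor | schedule = compound 6 min at room temperature before oxytocin, 100 s read | detection = Fluo-8 intracellular calcium fluorescence, ex 470-495, em 515-575 nm | evaluation = normalized max/min fluorescence ratio, % activation | control set = EC15 oxytocin alone as 0%, 75 nM oxytocin (EC100) as 100%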
M1 ag: human M1 muscarinic receptor agonists, primary screen, Fluo-8 calcium fluorescence, CHO-K1 cells, HTS; Muscarinic acetylcholine receptor M1 (Homo sapiens), P11229; AID 588814, 2011; activation, % at 3 µM; actives 0.33% (n = 360,000); CHO-K1 hM1, agonist mode; 0% DMSO, 100% acetylcholine EC100;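 active = activation above the run's mean compound activation plus 3 SD, cut at about 16% in these data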;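 note: peak over basal fluorescence ratio within a 140 s kinetic read after compound addition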
M1 ag parental: counter-screen for M1 agonists: effect in parental CHO-K1 cells; Fluo-8 calcium fluorescence; scaled to maximal ATP response, vehicle zero; activation, % at 3 µM; AID 602248, 2012; actives 0.48% (n = 360,000); in the data active = activation above about 15%;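 note: untransfected CHO-K1 host cells lacking M1 receptor as counterscreen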
* hit, by the source's call; . = not tested or not shown.

cpd	SMILES	TAAR1 antag	CHO parental Ca	TAAR1 agonist	CHO-K1 Ca antag	V1R ag counter	M1 PAM parental	OXTR potentiate	M1 ag	M1 ag parental
1	CCN(CC)c1nc2c(c(=O)[nH]c(=O)n2C)n1Cc1ccccc1Cl	-23	-8	0	5	0.9	11	-12	-1	0.0
2	COc1ccc(NC(=O)COc2ccccc2)cc1Cl	0	-10	-2	-4	2.0	-10	0	-3	0.6
3	O/N=C/c1ccc(OCc2ccccc2)c(Cl)c1	-1	22	2	-12	0.5	18	-8	-9	1.4
4	CCOC(=O)CC1C(=O)NCCN1S(=O)(=O)c1ccccc1Cl (configuration not stated)	13	-11	1	-13	1.0	20	-6	-4	0.6
5	O=C(C1CC(=O)N(C2CCCCC2)C1)N1CCc2ccccc21 (configuration not stated)	-14	-13	12	6	-1.1	30	-11	-6	1.2
6	C=CCSc1nc(N(CC)CC)c2sccc2n1	7	-31	17	-14	-1.1	12	-6	-2	0.5
7	Cc1nc(N2CCN(c3ccccn3)CC2)c2c(C)c(C(=O)Nc3c(F)cc(F)cc3Br)sc2n1	57*	-11	3	-3	1.3	-1	-8	-2	3.2
8	COc1ccccc1NC(=O)C1CCN(S(=O)(=O)c2ccc3c(c2)NC(=O)C(C)S3)CC1 (configuration not stated)	26	-5	10	-9	15	-5	-8	2	14
9	CCCCOc1ccccc1NC(=O)C=C(C)C	-18	-19	10	-11	-0.9	17	-2	-4	-0.1
10	Cc1cc(=O)oc2cc(OC(C)C(=O)NCC3CCC(C(=O)O)CC3)c(Cl)cc12 (configuration not stated)	0	-10	0	3	-0.4	-11	-5	-2	0.6
11	CC(C)Sc1nc2c([nH]c3ccccc32)c(=O)n1C	-29	-1	17	-17	-0.3	25	2	-8	2.0
12	Brc1ccsc1-c1csc(-c2ccncc2)n1	-19	-18	1	-23	-0.7	-7	-3	-8	-0.5
13	CCn1cc(C(=O)NCC(OC)OC)c(=O)c2cc(S(=O)(=O)N(C)C3CCCCC3)ccc21	11	-4	9	-3	0.1	5	-9	-2	4.2
14	Cc1ccc2sc(NNC(=O)c3cc(=O)c4ccccc4o3)nc2c1C	-2	-17	2	9	0.8	-9	-2	-5	0.1
15	CCCC1C(=O)N(Cc2ccccc2)C(=O)CC1C (configuration not stated)	1	-3	2	-4	-1.3	5	0	-4	0.1
16	CCN(CC(=O)Nc1ccc(NC(C)=O)cc1)C(=O)C1CC1	-2	.	2	-4	.	5	.	1	0.3
17	CC(C)Oc1ccccc1NC(=O)CSc1nccn1C	0	-13	-1	11	-0.1	-2	-5	-5	-0.4
18	COc1cc(CC2COC(=O)C2(O)Cc2ccc(O)c(OC)c2)ccc1O (configuration not stated)	4	12	6	8	6.5	0	-9	6	5.9
19	COc1cccc(C2CC(c3cccs3)=NN2C(=O)CSc2nc3ccccc3o2)c1OC (configuration not stated)	3	-7	1	17	0.5	-13	-10	-4	0.1
20	N#Cc1cc(-c2ccccc2)nnc1Oc1ccccc1	36	15	33	-4	-0.8	2	-7	-2	-0.3
21	Cc1cc(S(=O)(=O)Nc2cccc([N+](=O)[O-])c2)c(C)s1	2	-19	9	-7	0.3	-9	-1	-7	8.0
22	CN1CCN(NC(=O)c2cc(S(=O)(=O)Nc3ccc(Cl)cc3)ccc2Cl)CC1	-19	-18	1	-1	-1.5	-9	-1	-2	-0.1
23	Cc1ccc(S(=O)(=O)NCC(=O)OCC(=O)Nc2ncc(Cl)cc2Cl)cc1	-5	3	2	-10	0.3	15	-13	-5	-0.2
24	Cc1ccc(C)c(OC(=O)c2cncc(Br)c2)c1	-2	-3	1	2	-1.3	8	1	-5	-0.2
25	COc1cccc(Cn2cccc(NC(=O)Nc3ccc(C#N)cc3)c2=O)c1	53*	47*	8	0	8.2	10	-28	0	6.2
26	CCN(CC)CCCN1C(=O)CSC1c1ccc([N+](=O)[O-])cc1 (configuration not stated)	7	-7	52*	-17	0.0	12	-3	-6	-0.1
27	CCOC(=O)Cc1csc(NC(=O)Nc2ccc(Cl)cc2)n1	15	25	25	16	17	-24	-16	7	18*
28	CCCCNC(=O)C(=O)c1ccccc1NC(C)=O	-6	-8	4	-1	0.4	6	1	2	0.2
29	CCc1cccc(NC2c3ccccc3C(=O)N2c2cccnc2)c1 (configuration not stated)	-13	-14	0	-4	-0.2	18	-6	-3	1.1
30	CN(C)c1ccc(C=NCCc2ccc(S(N)(=O)=O)cc2)cc1	-1	-2	1	-16	0.5	27	11	-2	2.0
31	CCN(CC)C(=O)C1CCCN(c2ccc([N+](=O)[O-])cc2/C=N/NC(=O)c2cccc([N+](=O)[O-])c2)C1 (configuration not stated)	5	-8	3	6	1.9	5	-3	-1	0.1
32	Cc1ccccc1CC1S/C(=N/N=C/c2ccco2)NC1=O (configuration not stated)	-31	-1	-1	.	-0.2	.	2	.	.
33	COC(=O)c1ccc(NC(=O)C(=O)N2CCN(C(=S)Nc3ccc(OC)cc3)CC2)cc1	-22	-1	5	16	3.5	-13	-1	2	1.0
34	CCOC(=O)c1nc2ccccc2c(=O)[nH]1	-14	10	1	-15	-0.3	21	-3	-2	1.0
35	CCN(C(=O)/C=C/c1ccccc1)C1CCCCC1	-20	-15	20	-3	-1.3	15	-8	-5	0.5
36	Cc1ccc(N(CC(=O)Nc2ccc(S(=O)(=O)N3CCOCC3)cc2)S(C)(=O)=O)cc1C	14	-31	12	-8	2.7	14	-10	-3	1.0
37	O=[N+]([O-])c1ccc(S(=O)(=O)N/N=C/c2ccc3c(c2)OCO3)cc1	-6	15	3	6	2.7	4	-8	-1	0.0
38	NC(=O)Nc1ccc(Nc2ccccc2)cc1	-7	-7	3	-12	0.9	16	1	-4	0.9
39	Cc1ccc(Sc2ncccc2C(=O)NC2CCCCCC2)cc1C	-36	-14	6	1	-0.9	13	-6	1	0.5
40	Cc1cc(C(F)(F)F)c(C#N)c(N2CCOCC2)n1	-21	-5	14	-4	0.8	12	1	-1	0.4
41	COc1cccc(NC(=O)C2(C)CCN2C(=O)Cc2ccc(C(C)C)cc2)c1 (configuration not stated)	-27	.	2	-7	.	3	.	-3	1.4
42	Cc1ccc(OCCC(=O)OCC(=O)Nc2ccc(N3CCOCC3)cc2)cc1	-8	-1	3	-8	3.8	-7	-4	-3	0.6
43	Cc1nnc(SCC(=O)NC2CCCC2)n1CCc1ccccc1	-10	-13	5	4	0.6	-15	-2	-4	1.5
44	Cc1ccc(C(=O)NCCCNC(=O)c2ccco2)cc1	-13	7	-1	-13	1.6	2	0	-4	0.6
45	Cc1[nH]nc(SCC(=O)Nc2cccc(O)c2)c1[N+](=O)[O-]	18	-6	7	-8	-0.1	12	2	-3	0.5
46	CC(=O)Nc1ccc(NC(=O)C2CC(=O)N=C(N)S2)cc1 (configuration not stated)	-3	-7	10	-6	0.4	10	1	-2	0.2
47	CN(C(=O)c1cccc(NC(=O)C2CCN(C(=O)OC(C)(C)C)CC2)c1)C1CCCCC1	24	-10	10	-23	4.8	3	-8	-6	9.0
48	Cc1ccc(-c2csc(NC(=O)c3ccco3)n2)cc1C	-25	-25	1	7	-0.4	-13	-15	-6	0.0
49	O=C(NC(=S)Nc1ccc(Br)cc1)C1CCCCC1	-32	-6	1	2	0.7	-12	-8	-2	-0.3
50	CCCn1c(N)c(C(=O)CSc2nnc3n2CCCCC3)c(=O)[nH]c1=O	-26	-6	2	-8	0.3	28	4	-9	-0.1
51	CC1CCN(S(=O)(=O)c2ccc(Cl)cc2Br)CC1	-19	-13	2	-6	-1.6	17	2	-4	0.1
52	NN=C1c2ccccc2C(=O)C1C(=O)C(c1ccccc1)c1ccccc1 (configuration not stated)	2	.	8	16	.	9	.	11	11
53	O=C(O)C1C2C=CC(C2)C1C(=O)NC1CCS(=O)(=O)C1 (configuration not stated)	-9	-5	12	-7	0.6	15	2	-2	0.4
54	CCOC(=O)c1cnc(-n2nc(C)cc2C)nc1NCc1ccccc1	42	20	1	7	0.9	-3	-8	-7	1.3
55	CCOCc1nnc(NC(C)=O)s1	-4	-12	2	5	0.5	-1	-5	4	0.2
56	CC(C)NC(=O)c1ccccc1S(=O)(=O)c1ccccc1C#N	-9	-4	3	2	0.5	-2	-6	-4	1.6
57	Cc1cc(C)cc(Nc2nc(-c3ccc(S(=O)(=O)N4CCCC4)cc3)cs2)c1	13	-9	-1	19	1.5	-12	-5	-1	-1.0
58	COCC(=O)N1CCC(Oc2ccc(C(=O)N3C[C@@H]4CCC[C@H]3C4)cc2)CC1	-14	.	0	24*	.	-13	.	0	0.4
59	CCC(C(=O)Nc1ccccc1C(=O)N1CCCC1)N1C(=O)c2ccccc2C1=O (configuration not stated)	-12	-19	1	-2	0.0	10	-1	-2	-0.1
60	O=C(COC(=O)c1ccccn1)Nc1ccccc1OC(F)F	-3	7	11	-19	-0.5	17	-11	-5	0.7
61	Cc1c[n+]([O-])ccc1Oc1ccc([N+](=O)[O-])cc1	-11	-5	0	1	0.5	13	2	3	-0.2
62	CCN(CC)c1ccc(C(=O)OCC(=O)NC2CCCCC2C)cc1 (configuration not stated)	-10	5	20	-14	-0.9	3	-9	-3	0.1

3 entries from above, arranged by count of non-hydrogen atoms, smallest number first.
cpd	SMILES	TAAR1 antag	CHO parental Ca	TAAR1 agonist	CHO-K1 Ca antag	V1R ag counter	M1 PAM parental	OXTR potentiate	M1 ag	M1 ag parental
34	CCOC(=O)c1nc2ccccc2c(=O)[nH]1	-14	10	1	-15	-0.3	21	-3	-2	1.0
46	CC(=O)Nc1ccc(NC(=O)C2CC(=O)N=C(N)S2)cc1 (configuration not stated)	-3	-7	10	-6	0.4	10	1	-2	0.2
58	COCC(=O)N1CCC(Oc2ccc(C(=O)N3C[C@@H]4CCC[C@H]3C4)cc2)CC1	-14	.	0	24*	.	-13	.	0	0.4
